Bioassay records: PubChem BioAssay, The Scripps Research Institute Molecular Screening Center
MITF primary: MITF inhibitors, primary screen, biochemical, AlphaScreen, human | Microphthalmia-associated transcription factor (Homo sapiens), O75030 | AlphaScreen MITF homodimerization, bead proximity signal | inhibition, % at 2.6 µM | 650,000 compounds, 0.91% hits | AID 1259374, 2018; in the data active means inhibition above about 50%;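 further: 0% = vehicle wells with protein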
FBW7 act: FBW7 E3 ligase activators, primary screen, biochemical, AlphaScreen, human; AlphaScreen FBW7–phospho-cyclin E peptide binding, activator screen; normalized activity (activation), % at 26.1 µM; 650,000 compounds, 0.13% hits; AID 1259310, 2017; in the data active means normalized activity above about 1.9%;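 further: purified mutant Fbw7 with reduced substrate affinity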
Target sequence (Q969H0 whole entry, looked up): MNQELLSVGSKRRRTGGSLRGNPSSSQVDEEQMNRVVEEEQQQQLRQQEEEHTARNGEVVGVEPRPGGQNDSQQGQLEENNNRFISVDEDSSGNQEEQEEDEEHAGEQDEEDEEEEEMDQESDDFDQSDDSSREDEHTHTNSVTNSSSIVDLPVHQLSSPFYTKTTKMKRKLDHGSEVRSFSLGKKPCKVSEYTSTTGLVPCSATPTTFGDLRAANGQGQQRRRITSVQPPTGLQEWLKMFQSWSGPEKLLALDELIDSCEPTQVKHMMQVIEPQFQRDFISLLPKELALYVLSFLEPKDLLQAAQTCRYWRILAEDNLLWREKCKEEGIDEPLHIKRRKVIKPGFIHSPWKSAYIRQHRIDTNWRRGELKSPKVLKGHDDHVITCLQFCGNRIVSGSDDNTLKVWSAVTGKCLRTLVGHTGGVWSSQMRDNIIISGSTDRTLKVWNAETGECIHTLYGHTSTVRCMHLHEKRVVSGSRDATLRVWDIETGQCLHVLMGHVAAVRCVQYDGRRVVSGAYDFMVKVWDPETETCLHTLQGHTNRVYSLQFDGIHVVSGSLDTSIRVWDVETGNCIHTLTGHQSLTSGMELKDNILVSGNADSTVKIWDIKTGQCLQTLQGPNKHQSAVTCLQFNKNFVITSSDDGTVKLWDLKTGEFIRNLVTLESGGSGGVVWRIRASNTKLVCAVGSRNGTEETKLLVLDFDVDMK
TEAD-YAP block: TEAD-YAP interaction inhibition, primary screen, TEAD-YAP interaction inhibitor project, luminescence, HEK-TIYL cells; TEAD-Gal4/YAP UAS-luciferase luminescence; inhibition, % at 9.12 µM; 640,000 compounds, 1.4% hits; in the data active means inhibition above about 32%;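 further: 0% = median of test compound wells and 100% = reference inhibitor wells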
GPR151 ag: activators of human GPR151, primary screen, cell-based, PathHunter beta-arrestin, luminescence | G-protein coupled receptor 151 (Homo sapiens), Q8TDV0 | PathHunter beta-arrestin GPR151 cells | activation, % at 11.2 µM | 650,000 compounds, 1% hits; in the data active means activation above about 4.9%;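 further: 0% = median of compound wells and 100% = cells with positive control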
Target sequence (Q8TDV0 whole entry, looked up): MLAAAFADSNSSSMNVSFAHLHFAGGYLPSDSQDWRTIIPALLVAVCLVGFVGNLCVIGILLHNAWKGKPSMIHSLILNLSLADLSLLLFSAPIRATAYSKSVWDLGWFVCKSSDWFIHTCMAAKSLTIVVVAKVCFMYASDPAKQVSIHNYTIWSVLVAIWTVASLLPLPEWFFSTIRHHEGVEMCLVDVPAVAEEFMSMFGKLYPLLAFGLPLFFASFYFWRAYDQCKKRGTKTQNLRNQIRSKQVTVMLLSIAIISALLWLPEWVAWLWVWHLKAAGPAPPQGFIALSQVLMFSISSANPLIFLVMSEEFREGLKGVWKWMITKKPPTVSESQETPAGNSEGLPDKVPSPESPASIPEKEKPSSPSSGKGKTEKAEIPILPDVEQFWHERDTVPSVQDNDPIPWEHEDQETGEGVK
Starred values were filed as active, the others as inactive; nt = not tested or not shown; & = joins results of further samples.

SMILES	MITF primary	FBW7 act	TEAD-YAP block	GPR151 ag
COCCOC(=O)C1=C(C)NC2=C(C(=O)CCC2)C1c1ccc(C(F)(F)F)cc1 (configuration not stated)	8	0.9	0	0.2
CON(C)C(=O)c1cc2cccc3c2n(c1=O)CC3	7	0.0	-2	0.8
O=C(O)c1cccc2c1NC(C1CC=CCC1)C1CC=CC21 (configuration not stated)	-1	-0.1	5	-0.4
CCC(=O)Nc1ccc(NC(=O)c2ccccc2)nc1	2	0.2	-11	-0.3
O=C(CSc1nc2ccccc2c(=O)[nH]1)NC(=O)NCc1ccccc1	11	0.1	4	-1.4
CC(C#N)(NC(=O)COc1ccc(C#N)cc1)C1CC1 (configuration not stated)	-2	-0.2	-10	-2.3
O=C(CSc1nc2c(c(=O)n1Cc1ccccc1)SCC2)NCc1ccco1	8	-0.3	3	0.7
CCOc1ccc(NC(=O)c2ccc(N3C(=O)NC4CC3(C)Oc3ccccc34)cc2)cc1 (configuration not stated)	7	-0.1	11	0.2
COC(=O)c1sc2nc(CN3CCCCCCC3)[nH]c(=O)c2c1C	6	-0.1	-8	0.3
O=C(Nc1ccc(Oc2ncccn2)cc1)c1ccccc1Cl	11	0.6	-9	-2.7
NCCCC[C@@H]1NC(=O)[C@@H]2C[C@H](NC(=O)c3cccc(F)c3F)CN2C1=O	2	-0.4	6	0.8
O=C(Nc1sc2c(c1C(=O)O)CCCC2)c1ccccc1Cl	15	0.1	-10	-0.6

A run of entries of the results above, as a working copy:
SMILES	MITF primary	FBW7 act	TEAD-YAP block	GPR151 ag
COCCOC(=O)C1=C(C)NC2=C(C(=O)CCC2)C1c1ccc(C(F)(F)F)cc1 (configuration not stated)	8	0.9	0	0.2
CON(C)C(=O)c1cc2cccc3c2n(c1=O)CC3	7	0.0	-2	0.8
O=C(O)c1cccc2c1NC(C1CC=CCC1)C1CC=CC21 (configuration not stated)	-1	-0.1	5	-0.4
CCC(=O)Nc1ccc(NC(=O)c2ccccc2)nc1	2	0.2	-11	-0.3
O=C(CSc1nc2ccccc2c(=O)[nH]1)NC(=O)NCc1ccccc1	11	0.1	4	-1.4
CC(C#N)(NC(=O)COc1ccc(C#N)cc1)C1CC1 (configuration not stated)	-2	-0.2	-10	-2.3

Following part.
SMILES	MITF primary	FBW7 act	TEAD-YAP block	GPR151 ag
O=[N+]([O-])c1cc2c(cc1C1N(Cc3ccccc3)CCN1Cc1ccccc1)OCO2	-8	-0.1	-8	-1.8
CN(CCCC(=O)NCc1cccnc1)S(=O)(=O)c1ccc([N+](=O)[O-])cc1	2	0.0	-2	1.9
Cc1nc2ccc(I)cn2c1/C=N/NC1CCS(=O)(=O)C1 (configuration not stated)	3	0.0	3	0.7
COc1ccccc1-c1nn(CCC(=O)N2CCCC2)c2nc(C)cc(C)c12	2	0.0	-5	1.8
COc1ccccc1-n1cnc2cc(C(=O)NCc3ccco3)ccc21	-1	-0.1	3	-1.1
O=C(Cn1c(=O)oc2ccccc21)Nc1ccc(I)cc1	2	0.5	-14	-2.1
COc1cc(/C=C2/N=C(c3ccc(Br)cc3)OC2=O)cc(Br)c1OC(C)=O	-10	-0.1	-1	2.0
COC(=O)C1=CN(CC2CCCO2)C=C(C(=O)OC)C1c1ccccc1Cl (configuration not stated)	6	0.2	1	-1.2
CC(=O)c1ccc(S(=O)(=O)N2CCN(c3ccccc3C)CC2)cc1	1	-0.1	3	-0.3
O=C(NC(=S)Nc1ccc(S(=O)(=O)Nc2nccs2)cc1)c1cccc(F)c1	-1	0.3	0	-0.5
CC(=O)Nc1cccc(NC(=O)c2ccc(COc3cccc4c3OC(C)(C)C4)cc2)c1	-1	-0.1	-5	-0.2
COc1ccc(/C=C(\C#N)C(=O)NCCN2CCOCC2)cc1OC	11	0.0	0	2.1
COc1ccc(S(=O)(=O)Oc2ccc(C=C3C(=O)NC(=S)NC3=O)cc2)cc1	6	0.0	8	-1.0
c1cc(-c2cncc(N3CCOCC3)c2)nc(Nc2ccc(-n3cncn3)cc2)n1	16	0.7	8	-1.7
O=C(O)c1ccccc1/C=N/N1CCN(Cc2ccc(Cl)cc2)CC1	-3	-0.4	-2	-0.5
O=C(Nc1cccc(O)c1)C1CC(c2ccc(Cl)cc2)=NO1 (configuration not stated)	11	0.0	3	-0.3
CCOC(=O)c1ccc(Cn2c3cc(Br)ccc3c3nn4cc(-c5ccc(F)cc5)nc4nc32)o1	-9	0.2	2	-1.0
CCn1cc(C(=O)O)c(=O)c2cc(F)c(N3CCN(C(=S)NC(=O)c4ccccc4Cl)CC3)cc21	-12	-0.2	-1	2.4
O=C(N/N=C/c1cccs1)C12CC3CC(CC(C3)C1)C2	11&0	0.2&0.0	-2&1	0.0&-0.2
Cc1ccc(/C=C/C(=O)N2CCc3ccccc3C2)o1	-5	-0.1	3	2.9
Cc1ccc(N2C(=O)c3ccc(C(=O)c4ccc5c(c4)C(=O)N(c4ccc(C)c(C)c4)C5=O)cc3C2=O)cc1C	-2	-0.1	7	-0.2
Cc1ccc(NC(=O)CC2S/C(=N\N=C\c3ccc(O)cc3O)NC2=O)c(C)c1 (configuration not stated)	13	0.3	5	1.2
COc1ccc(CN2CNc3nc4ccccc4n3C2)cc1	13	-0.1	9	0.2
COc1cccc(C(=O)NC(=S)Nc2ccc(-c3nc4ncccc4o3)cc2)c1	7	0.1	-7	-1.0
Cc1cc(-c2ccnc(-n3ncc(C(=O)NC(C)CO)c3C3CC3)n2)c(C)s1 (configuration not stated)	24	1.3	8	1.5
S=C(Nc1ccc(Cl)cc1)N1CCSC1c1ccc(Br)cc1 (configuration not stated)	-6	0.0	-6	-0.5
CC(C)Oc1ccc(C(CC(=O)O)NC(=O)Cc2ccccc2)cc1 (configuration not stated)	-4	0.4	4	3.8
Cc1sc2nc(CN3CCOCC3)nc(N3CCN(C)CC3)c2c1C	0	0.1	-1	1.9
Cc1ccc(OCCCn2c(C(C)O)nc3ccccc32)cc1 (configuration not stated)	8	0.6	6	-0.2
O=C(NCCc1ccc(O)cc1)c1ccnc(N2CCN(c3ccccn3)CC2)c1	-7	0.0	45*	-0.9
CC(C)n1c(=O)n(CC(=O)N2CCCC2)c2cccnc21	4	0.4	4	-0.2
COc1ccc(CCNC(=O)c2ccnc(NCCCN3CCCC3=O)c2)cc1	11	0.0	-10	-0.5
CC(=O)[C@@H]1SC(N)=C(C#N)[C@H]1c1cccs1	4	0.0	7	0.5
CCCNC(=O)C(=O)Nc1ccc([N+](=O)[O-])cc1	4	0.0	-16	1.7
CN1CCN(c2ccc(-c3nc(C(=O)NCCc4ccc(O)cc4)cs3)cc2)CC1	-8	-0.1	8	1.3
Cc1nn(C(C)C(=O)NC2CCC(C)CC2)c(=O)c2cc3sccc3n12 (configuration not stated)	1	0.4	2	-0.1
CO/C=C/c1ccc(C(=O)Nc2cccc(C)c2N2CCC3(CC2)OCCO3)o1	11	0.1	4	0.7
N#C/C(=C\Nc1ccc(S(N)(=O)=O)cc1)c1nc(-c2ccc(Cl)cc2)cs1	-4	-0.2	-2	0.4
CCCCC/C=C\C/C=C\CC/C=C\CCCC(=O)OC	10	nt	nt	0.6
CCOc1ccccc1N(C)C(=O)c1cn(-c2cccc(OC)c2)c(=O)c2ccccc12	9	0.1	-2	1.5
COC(=O)CN(c1ccc(C)cc1)S(=O)(=O)c1ccc(OC)cc1	-8	-0.1	-7	-0.3
O=C(Nc1ccc2c(c1)oc1ccccc12)c1cc(Br)ccc1I	0	-0.1	-6	-1.2
COc1ccc(NS(=O)(=O)c2ccc(O)c(C(=O)OCC(N)=O)c2)cc1	1	-0.1	5	0.9
CN1CCC(N(C)CC(=O)Nc2ccc(N(C)C)cc2)CC1	46	-0.2	2	-0.1
c1ccc(OCc2nnc3n2CCCCC3)cc1	-13	0.3	-2	4.3
CC(=O)c1ccc(S(=O)(=O)N2CCN(c3cccc(C)c3)C(C)C2)cc1 (configuration not stated)	11	0.3	6	0.6
CCCCN(CC)Cc1c(C)[nH]c2ccc(CC)cc2c1=O	12	0.7	6	0.3
Cc1ccc(S(=O)(=O)N2C[C@H](O)C[C@H]2C(=O)Nc2ccc3[nH]ncc3c2)cc1	-1	0.0	-6	0.1
Cc1ccc(C(=O)N2CCc3ccccc32)cc1I	-4	-0.3	-3	0.4
COCCNC(=O)[C@@H]1C[C@@H](NC2CCCCCC2)CN1C1Cc2ccccc2C1	4	-0.1	9	-0.1
Cc1ccnc(N2CCCC(C(=O)NC(C)(C)C)C2)n1 (configuration not stated)	0	-0.1	5	-0.4
Cc1ccc(/C=N/NC(=O)c2cc([N+](=O)[O-])cc([N+](=O)[O-])c2)o1	2	0.0	5	0.4
O=C1CN(c2ccccc2NC(=O)NCc2cccc3ccccc23)CCN1	8	-0.1	9	1.7
O=C(Nc1ccc2[nH]ncc2c1)c1cc(O[C@@H]2CCCN(Cc3ccccc3)C2)ccn1	14	0.8	-2	-0.2
COc1ccccc1CCNC(=O)c1coc(NC(=O)c2ccccc2)n1	11	0.3	5	0.9
COc1ccc(C(=O)Nc2nn3c(-c4ccc(OC)c(OC)c4)nnc3s2)cc1	8	0.0	13	2.9
Cc1ccc(C(=O)O/N=C(\N)CC(N)=O)cc1	-4	-0.3	1	-0.5
CC1(C)CC(=O)c2sc(NC(=O)c3ccc(Cl)cc3)nc2C1	4	-0.1	-31	-2.0
N#CC1=C2SCN(C3CCCCC3)CN2C(=O)CC1c1ccc([N+](=O)[O-])cc1 (configuration not stated)	8	-0.2	11	3.5
COc1ccc(N=C2NC(=O)CC(C(=O)Nc3ccc(OC)cc3)S2)cc1 (configuration not stated)	13	0.6	-4	0.7

3 entries out of the list, sorted by length of the SMILES, low to high.
SMILES	MITF primary	FBW7 act	TEAD-YAP block	GPR151 ag
Cc1ccnc(N2CCCC(C(=O)NC(C)(C)C)C2)n1 (configuration not stated)	0	-0.1	5	-0.4
O=C1CN(c2ccccc2NC(=O)NCc2cccc3ccccc23)CCN1	8	-0.1	9	1.7
Cc1ccc(/C=N/NC(=O)c2cc([N+](=O)[O-])cc([N+](=O)[O-])c2)o1	2	0.0	5	0.4

(continued)
SMILES	MITF primary	FBW7 act	TEAD-YAP block	GPR151 ag
Cc1cc(C)n(-c2c(C)cccc2C)n1	2	-0.1	-3	0.5
CCOC(=O)c1sc(NC(=O)c2cc3ccccc3c(=O)o2)c(C#N)c1C	12	0.1	13	0.0
CCc1ccccc1NC(=O)c1ccc(F)c(S(=O)(=O)NC(c2ccccc2)c2ccccc2)c1	13	0.0	5	1.1
Cc1ccc(-c2c(C)nn3c(NCCCn4ccnc4)cc(C)nc23)cc1	16	0.5	-3	-1.4
O=c1nc(N2CCOCC2)nc(N/N=C/c2ccc3c(c2)OCO3)[nH]1	-3	-0.2	-3	0.3
COc1ccc(-c2noc(CNC(=O)c3cccc(Br)c3)n2)cc1	8	0.5	4	2.9
Cc1cc(SC(NC(=O)c2ccccc2)C(=O)c2ccccc2)ncn1 (configuration not stated)	5	0.0	-1	-0.1
O=C(c1cccnc1)N(CC1CC1)C1CCN(CCc2ccc(Cl)cc2)CC1	7	-0.1	8	-1.0
CCN(CC)S(=O)(=O)c1ccc(NC(=O)CCn2c(=O)oc3ccccc32)cc1	-5	0.0	-1	0.7
CCCCCCCNS(=O)(=O)c1ccc(OCC)cc1	0	0.3	4	2.8
CCc1cc(=O)[nH]c(NC2CCN(CC(=O)Nc3cccc(C(F)(F)F)c3)CC2)n1	-13	0.1	-9	0.5
O=C(CCNS(=O)(=O)c1ccc(Br)cc1)NCCC1=CCCCC1	-11	-0.1	-6	-1.3
COc1ccc(/C=c2/sc3nc(-c4ccccc4Cl)nn3c2=O)cc1	2	-0.2	0	3.3
O=c1[nH]c(=O)n(-c2ccc(Cl)cc2)c(O)c1C=Nc1ccccc1F	7	-0.1	-1	-1.2
COc1ccc(-n2cc(C(=O)NCCc3ccc(OC)c(OC)c3)c3ccccc3c2=O)cc1	-2	-0.3	-2	-0.8
COc1ccccc1OCc1nc(=S)[nH][nH]1	7	0.2	-2	-1.5
Cc1ccc(C)c(OCCN2CCN(C)CC2)c1Cl	-4	0.1	6	0.5
COc1ccc(C(=O)NNC(=S)NC(=O)/C=C/c2cccs2)cc1	0	-0.4	2	0.6
COc1nc(NCc2cccc(C(F)(F)F)c2)nc(-c2cccc(N)c2)n1	-6	-0.1	-4	-0.1
Fc1ccc(-c2csc3ncnc(N4CCN(C5CCCC5)CC4)c23)cc1	5	0.1	-7	-0.2
C=CCOc1cccc(C(=O)NCC2CCC3(CCN(C(=O)CC(C)C)CC3)O2)c1 (configuration not stated)	1	0.3	11	0.6
COc1ccc(C2(C(=O)Nc3ccc(C)c(Cl)c3)CCOCC2)cc1	8	-0.2	-5	-0.8
O=C(NC(=S)Nc1cccc(Cl)c1)c1cccs1	9	-0.1	-26	2.3
COc1ccc(C2(O)CCN(Cc3ccncc3)CC2)cc1OC	0	0.5	-1	-0.7
Cc1ccc(C2=NN(CC(=O)N3CCC4(CC3)OCCO4)C(=O)CC2)cc1	-5	0.1	-8	0.8
COc1cccc(/C=N/NC(=O)CCC(=O)Nc2ccc(Br)cc2)c1	0	0.1	7	0.5
C/C(=N\Nc1cc(N2CCOCC2)ncn1)c1ccc(N)cc1	8	-0.1	-11	0.9
CCOc1cc(/C=N/NC(=O)C(=O)Nc2ccccc2OC)ccc1O	-1	-0.1	8	0.4
Cc1ccc(-c2cc(C(F)(F)F)n3ncc(C(=O)N4CCC(C)CC4)c3n2)cc1	0	-0.1	-12	-1.5
CC1(C)CC(=O)C2=C(C1)N(Cc1ccccc1)C1=C(C(=O)CC(C)(C)C1)C2c1ccc(O)cc1	1	0.1	4	0.3
